Compound activity from PubChem BioAssay.
aSyn rescue: qHTS of alpha-syn Inhibitors; Yeast expressing alpha-synuclein, growth rescue, BacTiter-Glo, 24 h; Potency, µM (titrated, usually from 46.1 µM), inactives show top-dose growth rescue (activation), usual class: activators; hit rate 0.14% among 370,000; further: potency means the concentration at half of the fitted maximal effect; % of control where 0% means no effect; nearly all actives have a fitted effect of over 65% in size
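Readout is rescue of growth in alpha-synuclein-expressing yeast, so inhibitors of toxicity appear as activators. Growth after 24 hr at 30 deg C in galactose medium is quantified by luminescence.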
TDP43 rescue: qHTS of TDP-43 Inhibitors | TDP-43 expressing yeast growth rescue, BacTiter-Glo, 24 h | Potency, µM (titrated, usually from 46.1 µM), without a hit: top-dose growth rescue (activation), actives largely listed as activators | hit rate 1.8% among 410,000; further: potency means the concentration at half of the fitted maximal effect; % of control where 0% means no effect; nearly all actives have a fitted effect of over 50% in size
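Cell-based yeast growth screen: TDP-43 expression induced in galactose, inoculum OD600=0.02 after raffinose pregrowth to mid-log. Read-out BacTiter-Glo luminescence at 24 hr, 30 deg C; inhibition of toxicity seen as signal increase.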
Akt phos inh: HTS Assay for Inhibitors of Akt Phophorylation: Primary Screen. hit rate 0.32% among 360,000. Neuro2A IGF-stimulated pAkt S473 HTRF, 20 min; active compounds read low. activity change, % for hits at 50 µM; in the data active means activity change below about -80%; inconclusive means mostly about -51% to -80%; further: on the % scale 0 is the no-effect control and ±100 the full control effect
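Neuro2A cells (4,500/well, DMEM with 0.5% FBS) were treated with compound at a single 50 µM final concentration, stimulated with 6 nM IGF for 20 min at 37 °C, and lysed. Phospho-Akt Ser473 was read by HTRF as 665/615 ratio ×10^4.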
PTHR1 ag: qHTS for PTHR1 Agonists: Primary Screen; Parathyroid hormone/parathyroid hormone-related peptide receptor (Homo sapiens), Q03431; HEK293 GP2 PTHR1 cells, GloSensor cAMP luminescence, 1 h; Potency, µM (titrated, usually from 115 µM), inactives show at the highest dose activation, hits mostly activators; hit rate 0.075% among 410,000; further: potency means the concentration at half of the fitted maximal effect; nearly all actives have a fitted effect of over 55% in size; some results filed as inactive show a strong effect at the top dose; inactives centre near -15; many of its hits are not listed in these tables
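HEK-293-derived GP2 cells expressing PTHR1 and a GloSensor cAMP reporter, 3,000/well, plated overnight, given luciferin plus IBMX (each 0.5 mM as added) for 1 h at 37 °C, then compound for 1 h at 37 °C. Luminescence was read after 15 min at room temperature.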
D3 antag: qHTS of D3 Dopamine Receptor Antagonist: qHTS; max response, negative = inhibition, %; hit rate 2.5% among 360,000; AID 652054, 2013; D(3) dopamine receptor (Homo sapiens), P35462; D3R cells, DiscoveRx beta-arrestin luminescence, antagonist mode; active compounds read low; in the data active means max response below about -50%; inconclusive means no clear call, values can overlap the other calls; further: on the % scale 0 is the no-effect control and ±100 the full control effect; mostly tested at two doses, the higher about 12 µM
Target sequence (P35462 whole entry, looked up): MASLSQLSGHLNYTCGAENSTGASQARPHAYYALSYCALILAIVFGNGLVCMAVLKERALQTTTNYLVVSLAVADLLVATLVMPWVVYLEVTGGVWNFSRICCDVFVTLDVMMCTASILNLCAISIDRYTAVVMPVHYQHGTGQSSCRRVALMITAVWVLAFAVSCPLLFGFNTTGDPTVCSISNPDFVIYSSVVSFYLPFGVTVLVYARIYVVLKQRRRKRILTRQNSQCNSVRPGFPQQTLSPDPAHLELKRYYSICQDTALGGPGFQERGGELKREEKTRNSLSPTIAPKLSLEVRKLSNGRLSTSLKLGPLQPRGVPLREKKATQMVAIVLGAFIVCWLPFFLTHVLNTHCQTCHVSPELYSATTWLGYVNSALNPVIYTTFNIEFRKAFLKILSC
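Cells expressing the human receptor were seeded at 1500 cells/well, incubated overnight at 37 degrees C in 5% CO2, then exposed to library compounds with dopamine controls for 90 minutes at 37 degrees C before luminescent detection.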
GLP-1R inv ag: qHTS of GLP-1 Receptor Inverse Agonists (Inhibition Mode); Glucagon-like peptide 1 receptor (Homo sapiens), P43220; HEK293 GLP-1R CRE-luciferase, luminescence, 24 h; GLP-1R form is constitutively active; Potency, µM (doses to about 38.3 µM), without a hit: at the top dose activity change, negative = inhibition, most hits filed as inhibitors; hit rate 1.6% among 410,000; AID 624417, 2012; further: potency means the concentration at half of the fitted maximal effect; on the % scale 0 is the no-effect control and ±100 the full control effect; nearly all actives have a fitted effect of over 55% in size
Target sequence (P43220 whole entry, looked up): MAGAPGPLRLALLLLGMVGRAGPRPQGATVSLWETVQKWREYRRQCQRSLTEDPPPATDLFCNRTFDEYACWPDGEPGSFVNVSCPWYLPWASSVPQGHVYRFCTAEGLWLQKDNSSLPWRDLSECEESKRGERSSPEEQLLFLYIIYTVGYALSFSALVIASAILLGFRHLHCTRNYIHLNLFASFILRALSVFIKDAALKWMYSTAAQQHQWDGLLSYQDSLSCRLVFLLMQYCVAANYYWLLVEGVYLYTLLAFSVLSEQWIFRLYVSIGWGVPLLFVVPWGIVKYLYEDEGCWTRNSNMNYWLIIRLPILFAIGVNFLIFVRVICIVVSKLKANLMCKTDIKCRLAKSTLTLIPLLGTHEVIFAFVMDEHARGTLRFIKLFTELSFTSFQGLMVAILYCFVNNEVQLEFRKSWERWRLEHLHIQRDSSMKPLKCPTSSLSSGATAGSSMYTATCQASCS
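Inverse agonism was detected as reduced cAMP-driven luciferase luminescence after 24 h compound treatment. The cells were HEK293 clones expressing constitutively active human GLP-1R with the reporter. Reporter-only and GPR119 cell lines served as counterscreen controls.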
FUS yeast rescue: qHTS for Suppressors of FUS Proteinopathy: Primary screen using FUS-linked yeast assay. AID 1347120, 2019. Potency, µM (top dose mostly 76.6 µM), inactives show at the highest dose growth rescue (activation), actives largely listed as activators. hit rate 0.24% among 390,000. S. cerevisiae FUS-expressing, growth rescue, OD600, 24 h;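 further: potency means the concentration at half of the fitted maximal effect; plate controls were DMSO vehicle for no effect and reference control for full effect; nearly all actives have a fitted effect of over 55% in size; some results filed as inactive show a strong effect at the top dose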
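FUS-expressing yeast, raffinose-pregrown, induced in 2% galactose minimal medium at OD 0.005; compounds in a dilution series, 24hr at 30C. Growth restoration read as absorbance at 600 nm. CP55940 positive control, DMSO negative.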
GLP-1R agonist: qHTS of GLP-1 Receptor Agonists | HEK293 GLP-1R CRE-luciferase, luminescence, 4-6 h; cells express a hypersensitive GLP-1R form | hit rate 0.007% among 380,000 | AID 624172, 2012 | Potency, µM (series often up to 45.6 µM), inactives show at the highest dose activation, actives largely listed as activators; further: potency means the concentration at half of the fitted maximal effect; % of control where 0% means no effect
Abeta yeast res: qHTS for compounds that reverse cellular toxicity of Amyloid beta (A-beta) peptide in yeast: Primary Screen; yeast expressing A-beta42, growth rescue, OD600, 48 h; response scale: 0% DMSO, 100% iron-clioquinol control; AID 1347071, 2019; hit rate 0.063% among 410,000; Potency, µM (highest dose often 46.1 µM), inactives show top-dose growth rescue, actives largely listed as activators; further: potency means the concentration at half of the fitted maximal effect; nearly all actives have a fitted effect of over 55% in size
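Yeast A-beta toxicity model in growth medium with pinned compounds, 48 h at 30 C; growth read as absorbance at 600 nm. Normalized to FeCl3/clioquinol equimolar mix (positive) and DMSO (negative).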
An asterisk follows results filed as active; i = inactive; ? = inconclusive; / = not tested or not shown; & = joins results of further samples; [ ] = another dose, or the depositor's remark. Unless noted, the call rests on the fitted dose curve; in most records, active means well fitted curve in the direction sought with a large enough effect; inconclusive means small, poorly fitted or top-dose-only effect, or another doubt; inactive means no such curve, though single readings can be large; an effect the other way counts as inactive or inconclusive.

item | smiles | aSyn rescue | TDP43 rescue | Akt phos inh | PTHR1 ag | D3 antag
1 | c1ccc(Cc2c(-c3ccco3)nc3c4ccccc4ccn23)cc1 | 4% | 35µM* | i | -22% | 21
2 | Cn1c(C(=O)OC(C(=O)NC2CCCC2)c2cccnc2)cc2sccc21 (configuration not stated) | 1% | -8% | i | i | 17
3 | CC(C)(CNc1ccc([N+](=O)[O-])cc1Cl)CNS(C)(=O)=O | 6% | 18% | i | i | -1
4 | O=C(O)CCc1nn2c3ccccc3n(Cc3ccccc3)c2nc1=O | 0% | -14% | i | 26% | 0
5 | Cc1cc(=O)n(CC(C)O)c(O)c1C#N (configuration not stated) | -1% | 3% | i | i | -6
6 | COC(=O)[C@H](Cc1c[nH]c2ccccc12)NC(=O)NCc1ccccc1 | 0% | 4% | i | -49%[inhibitor] | 5
7 | O=C(O)c1cccc(N2C(=O)c3cc([N+](=O)[O-])cc4cc([N+](=O)[O-])cc(c34)C2=O)c1 | -15% | -11% | i | -78%[inhibitor] | -58*
8 | O=C(O)c1ccc(CNCc2ccc(Cl)cc2)s1 | / | 8% | / | -8% | /
9 | COc1ccc(/C=N/NC(=O)Cc2cccs2)cc1 | 4% | 14% | i | -20% | -27
10 | O=C1NC(NS(=O)(=O)c2ccccc2)(C(F)(F)F)C(=O)N1Cc1ccccc1 (configuration not stated) | -1% | 11% | i | i | -5
11 | CCN(CC)Cc1cc(O)c(CN(CC)CC)cc1O | -2% | 0% | i | i | 0
12 | CCOC(=O)N1CCN(C(=O)CN(Cc2ccccc2)S(=O)(=O)c2ccc(OC)c(C)c2)CC1 | 12% | 2% | i | -11% | -11
13 | O=C(c1cccc(N2CCCC2=O)c1)N1CCOCC1 | -3% | -4% | i | -3% | 2
14 | CCOc1ccc2oc(C(=O)N(Cc3nnc(-c4ccccc4Cl)o3)C3CC3)c(C)c2c1 | 2% | 16% | i | -28% | 7
15 | Cc1occc1C(=O)NNC(=O)c1ccccc1[N+](=O)[O-] | -9% | -9% | i | i | -12

item | GLP-1R inv ag | FUS yeast rescue | GLP-1R agonist | Abeta yeast res
1 | -57% | 28% | 14% | -23%
2 | -2% | 2% | 14% | 2%
3 | 5% | 0% | -1% | 13%
4 | 5% | 14% | -1% | -8%
5 | 2% | 1% | -7% | -7%
6 | -17% | 12% | 8% | 0%
7 | ? | 17% | -12% | -13%
8 | -14% | -1% | / | -13%
9 | 0% | -8% | 26% | 4%
10 | 8% | 16% | -3% | 7%
11 | 13% | 2% | -5% | -15%
12 | ? | 0% | -9% | -4%
13 | 11% | 0% | -4% | 4%
14 | ? | 26% | 14% | 25%
15 | 8% | 11% | -9% | 3%

The closing four records of the section before open the next one:
item | smiles | aSyn rescue | TDP43 rescue | Akt phos inh | PTHR1 ag | D3 antag
12 | CCOC(=O)N1CCN(C(=O)CN(Cc2ccccc2)S(=O)(=O)c2ccc(OC)c(C)c2)CC1 | 12% | 2% | i | -11% | -11
13 | O=C(c1cccc(N2CCCC2=O)c1)N1CCOCC1 | -3% | -4% | i | -3% | 2
14 | CCOc1ccc2oc(C(=O)N(Cc3nnc(-c4ccccc4Cl)o3)C3CC3)c(C)c2c1 | 2% | 16% | i | -28% | 7
15 | Cc1occc1C(=O)NNC(=O)c1ccccc1[N+](=O)[O-] | -9% | -9% | i | i | -12
16 | Cc1sc2nc(SC(C)C)nc(N)c2c1C | -6% | -6% | ? | 9%[57.5 µM] | 12
17 | COC(=O)c1ccc(NC(=O)C2CCN(S(C)(=O)=O)CC2)cc1 | 3% | -21% | i | i | -5
18 | COc1ccc(CNC(=O)CN(C(=O)c2csnn2)c2cccc(F)c2)cc1 | -2% | -15% | i | -21% | -6
19 | O=c1[nH]c2ccc(NC(=S)NCc3ccccc3)cc2[nH]1 | -3% | 7% | i | i | -7
20 | C=CCCN(C(CC(C)C)C(=O)OC)S(=O)(=O)c1cc(Br)ccc1Br (configuration not stated) | -23% | -4% | i | -30% | 0
21 | Cc1ccc(S(=O)(=O)N2CCCOC2CNC(=O)C(=O)NC2CCCC2)cc1 (configuration not stated) | -2% | -2% | i | -27% | 14
22 | CCOC(=O)C1CCN(c2ncnc3c2nc2n3CCCCC2)CC1 | / | ? | / | -20% | /
23 | COc1cc(NC(=O)c2cccc(F)c2)ccc1NC(=O)c1cc2ccccc2o1 | -6% | 0%&24% | i | -18% | -10
24 | O=C(O)c1cc(N/N=C/C=C/c2ccccc2)ccc1Cl | -11% | 22% | i | -20% | -21
25 | CCN1CCN(c2ncc3c(n2)CCN(Cc2ccccc2C)C3)CC1 | / | 24% | / | 12% | /
26 | COc1ccc(N2CCN(C(=O)NC3CC(=O)N(c4ccc(OC)cc4)C3)CC2)cc1 (configuration not stated) | 3% | 4% | i | i | 5
27 | Cc1ccccc1S(=O)(=O)Cc1ccc(C(=O)NCCCOC(C)C)o1 | -3% | -5% | i | 19% | 20
28 | COc1cccc(N2CCN(C(=O)c3ccccc3SCC(=O)NCc3ccco3)CC2)c1 | -6% | -11% | i | -89%[inhibitor] | 10
29 | COc1ccc(Nc2ccc(C(F)(F)F)cc2[N+](=O)[O-])cn1 | -1% | ? | i | i | -3
30 | O=C(CCCCCn1c(=S)[nH]c2cc3c(cc2c1=O)OCO3)N1CCN(C2CCCCC2)CC1 | 0% | 14% | i | -50%[inhibitor] | -14

item | GLP-1R inv ag | FUS yeast rescue | GLP-1R agonist | Abeta yeast res
12 | ? | 0% | -9% | -4%
13 | 11% | 0% | -4% | 4%
14 | ? | 26% | 14% | 25%
15 | 8% | 11% | -9% | 3%
16 | 0% | -11% | 18% | 4%
17 | 30% | 19% | -6% | -8%
18 | -2% | -6% | 11% | -16%
19 | -9% | -19% | 11% | 4%
20 | 11µM* | 0% | -1% | 0%
21 | 1% | / | -1% | -1%
22 | 18% | -5% | 1% | -7%
23 | 14%&6% | 12%&-7% | 2% | -4%&-7%
24 | 5% | 44% | 0% | 0%
25 | ? | -3% | / | 2%
26 | -2% | 23% | 3% | 0%
27 | 0% | 20% | 8% | 6%
28 | -12% | 24% | -1% | -22%
29 | -18% | 30% | 5% | 18%
30 | -32% | / | 2% | ?

Following part.
item | smiles | aSyn rescue | TDP43 rescue | Akt phos inh | PTHR1 ag | D3 antag
31 | CC1CCCCN1CCNC(=O)CC1Oc2ccccc2NC1=O (configuration not stated) | -8% | 4% | i | i | -29
32 | Cc1ccccc1NC(=O)CCN1CCN(Cc2ccccc2)CC1 | -1% | 14% | i | i | -11
33 | COC(=O)c1cc(NS(=O)(=O)c2cc(Br)cc3c2N(C(C)=O)CC3)cc(C(=O)OC)c1 | / | -18%[9.22 µM] | / | i | /
34 | [N-]=[N+]=NC[C@H](Cc1ccccc1)N1CC[C@@H](O)CCC1=O | -5% | 19% | i | -3% | 3
35 | CN(CC(=O)Nc1c(Cl)cccc1Cl)C(=O)CNC(=O)c1ccc2c(c1)OCO2 | -4% | -8% | i | i | 0
36 | COc1ncccc1-c1nnn(-c2ccc(Cl)nc2)n1 | 2% | ? | i | i | 0
37 | CC/C(=N\NC(=O)c1ccccc1Cl)c1ccc(Br)s1 | 1% | 25% | i | -11% | 11
38 | CC(NCC(O)COc1ccc2ccccc2c1)c1ccccc1 (configuration not stated) | -8% | -22% | i | -8% | -13
39 | Cc1ccc([N+](=O)[O-])cc1S(=O)(=O)Nc1ccc(C(=O)NCC2CCCO2)cc1 (configuration not stated) | -2% | 20% | i | -5% | -7
40 | CCC(C(=O)OCC(=O)Nc1ccccc1-c1ccccc1)c1ccccc1 (configuration not stated) | 1% | 9% | i | -30% | 12
41 | Cc1cccc(CSc2cn(CC(=O)N3CCCC3)c3ccccc23)c1 | / | ? | / | i | /
42 | Nc1ccc(NC(=O)c2cccs2)cc1 | 4% | 11% | i | -20% | 1
43 | Cc1ccc(CN(C(=O)COc2ccc(C(C)C)cc2)C2CCS(=O)(=O)C2)o1 (configuration not stated) | / | -9% | / | i | /
44 | Cc1[nH]c2ccccc2c1[C@H]1[C@@H](CC#N)C1(C)C | 22% | ? | i | i | 17
45 | CCc1ccc(OCC(=O)NNC(=S)NC(=O)C2CCCCC2)c(Br)c1 | 7.1µM* | 18µM* | i | -11% | 3

item | GLP-1R inv ag | FUS yeast rescue | GLP-1R agonist | Abeta yeast res
31 | -4% | -24% | 5% | -6%
32 | 0% | 34% | 0% | 3%
33 | -4% | -8% | / | -21%
34 | -3% | -33% | 13% | 4%
35 | 4% | -12% | 2% | 5%
36 | 1% | -15% | -1% | -19%
37 | ? | / | 5% | 6%
38 | 2.8µM* | -12% | 10% | -6%
39 | 5% | 24% | -6% | -7%
40 | ? | 18% | 6% | 25%
41 | ? | ? | / | 25%
42 | 13% | -15% | 5% | -1%
43 | ? | ? | / | -15%
44 | ? | 15% | 0% | -4%
45 | 0% | -2% | -6% | 7.9µM*

Only part of the results is shown; the hit share may differ from the screen's.
